Screening data as filed in PubChem BioAssay.
KCNQ1 act: potentiators or activators of KCNQ1 channel, primary screen, cell-based, thallium flux, high-throughput. AID 2648, 2010. B-score at 10 µM. CHO-K1 KCNQ1, thallium flux FluxOR fluorescence; active compounds read high. Potassium voltage-gated channel subfamily KQT member 1 (Homo sapiens), P51787. actives 0.35% (n = 310,000);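 active = fluorescence ratio B-score, a plate-corrected score, at least three library SD, with initial intensity B-score within 5 SD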
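System: Stable KCNQ1 CHO-K1 line | Incubation: 90 min dye loading and 20 min compound exposure, both at room temperature | Measure: Ratio B score | Medium: Assay buffer for compound exposure, DMSO matched across wells | Compound dosing: Single-concentration screen | Probe or stimulus: K+/Tl+ depolarizing stimulus | Measured by: Kinetic FluxOR fluorescence, 10 s baseline plus 110 s post-stimulus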
PolyA inh: polyadenylation inhibitors in yeast reporter cells, primary screen, luminescence, S. cerevisiae; S. cerevisiae SKY197-pL101 polyadenylation reporter, beta-gal luminescence; efflux-impaired pdr1/pdr3 knockout yeast; score 100 = 6 SD above DMSO; calls only at 12 µM; actives 0.02% (n = 300,000);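 active = lowest replicate activity score at least 50, where 100 means six control SD above control mean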;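 note: yeast exposed to compound for 9 h at 30 °C; higher score means more reporter readthrough which indicates perturbed polyadenylation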
RGS4 act: RGS4 potentiators or activators, primary screen, cell-based, HEK293 M3R inducible RGS4, calcium flux | B-score at 10 µM | carbachol calcium flux Fluo4; active compounds read low | actives 0.92% (n = 310,000) | AID 463111, 2010;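 active = B-score of the integrated calcium signal more than 4 SD below the library mean, with starting fluorescence not abnormally high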;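 note: negative B-score means reduced calcium response which marks RGS4 activation or potentiation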
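Reagent: ECmax carbachol challenge; Test system: M3R-expressing HEK293 line, RGS4 induced by doxycycline; Schedule: overnight RGS4 induction, 30 min dye load 37 °C, 20 min compound RT; Detection: calcium dye Fluo4 fluorescence; Read-out: Agonist-evoked peak-minus-minimum fluorescence over baseline, integrated ratio, B score.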
GSK3A inh: blockers of GSK3A enzyme activity – biochemical, luminescence, cell-free homogeneous, HTS, primary screen; Glycogen synthase kinase-3 alpha (Homo sapiens), P49840; GSK-3 alpha kinase, ADP-Glo luminescence, 60 min; inhibition, % at 10 µM; actives 0.1% (n = 320,000); AID 2650, 2010;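 in the data active = inhibition above about 50%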;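 note: GST-tagged GSK-3 alpha with peptide substrate and 25 µM ATP; 0% = DMSO neutral wells and 100% = GW8510 positive control wells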
Target sequence (P49840 whole entry, looked up): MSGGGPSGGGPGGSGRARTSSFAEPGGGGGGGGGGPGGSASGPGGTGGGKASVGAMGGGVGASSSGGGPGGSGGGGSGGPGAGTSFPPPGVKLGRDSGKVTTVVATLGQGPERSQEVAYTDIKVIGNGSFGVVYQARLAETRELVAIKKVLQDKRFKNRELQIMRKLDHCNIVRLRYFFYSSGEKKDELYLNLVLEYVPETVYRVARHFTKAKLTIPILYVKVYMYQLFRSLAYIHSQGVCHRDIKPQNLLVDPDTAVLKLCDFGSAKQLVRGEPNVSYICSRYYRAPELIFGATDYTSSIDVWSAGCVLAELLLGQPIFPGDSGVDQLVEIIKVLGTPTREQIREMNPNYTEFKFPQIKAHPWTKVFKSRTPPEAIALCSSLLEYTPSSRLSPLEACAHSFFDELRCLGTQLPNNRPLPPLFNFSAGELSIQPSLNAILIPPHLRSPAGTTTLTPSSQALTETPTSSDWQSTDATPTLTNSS
GSK3B inh: human GSK3beta kinase inhibitors, primary screen, biochemical, cell-free homogeneous, HTS; GST-GSK3beta kinase, ADP-Glo luminescence, 60 min; active compounds read low; activity score (negative = inhibition), % at 10 µM; actives 0.038% (n = 300,000); AID 2097, 2009;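 active = more than half of replicate wells score below -50%, meaning over 50% inhibition versus plate controls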;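 note: 0% = median DMSO wells and -100% = median GW8510 positive control wells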
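Test system: GST-fused GSK3beta enzyme, cell-free | Quantity: 1.6 ng GST-GSK3beta enzyme per well | Reagent: 25 µM ATP with peptide substrate | Schedule: 60 min enzyme reaction, room temperature | Signal: Luminescent ADP-Glo measurement of ADP formed | Read-out basis: Score relative to plate controls | Control set: DMSO and 20 µM GW8510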
hERG rescue: hERG rescue from dofetilide block, primary screen, cell-based, CHO-hERG, FluxOR thallium flux, dofetilide IC70; activation (rescue from dofetilide block), less the hit threshold, % at 10 µM; actives 0.51% (n = 310,000); AID 1511, 2009; Voltage-gated inwardly rectifying potassium channel KCNH2 (Homo sapiens), Q12809; dofetilide IC70 present;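 active = activation above the mean of controls blocked by dofetilide plus 5 SD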;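 note: thallium influx through hERG after potassium depolarization seen as dye fluorescence rise; in these data hits start at about 4.7%; inactives centre near -7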
HDAC3 inh: HDAC3 deacetylase inhibitors, primary screen, biochemical, fluorescence, cell-free homogeneous | recombinant HDAC3, fluorogenic peptide/trypsin coupled | inhibition, % at 8.3 µM | AID 2718, 2010 | actives 0.15% (n = 320,000); in the data active = inhibition above about 26%, passing the limit was not always enough
KCNQ1 inh: inhibitors of human KCNQ1 channel, primary screen, cell-based, thallium flux, high-throughput; Potassium voltage-gated channel subfamily KQT member 1 (Homo sapiens), P51787; CHO-K1 KCNQ1, FluxOR thallium flux fluorescence; active compounds read high; B-score at 10 µM; actives 1.3% (n = 310,000);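 active = compounds whose thallium flux B-score, printed positive for inhibition, exceeds three library SD while starting fluorescence stays within three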;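 note: channel opened by potassium depolarization with thallium stimulus after 20 min compound exposure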
KCNK9 inh: KCNK9 potassium channel inhibitors, primary screen, HEK293 cells, thallium flux. Potassium channel subfamily K member 9 (Homo sapiens), Q9NPC2. FluxOR thallium flux fluorescence; active compounds read low. B-score at 10 µM. actives 1.2% (n = 310,000). AID 488922, 2010;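 active = ratio B-score over 3 SD below the library mean, with starting fluorescence within 5 SD of its mean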;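 note: negative B-score means less thallium flux so channel inhibition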
DYRK1A inh: rat Dyrk1A kinase inhibitors, primary screen, biochemical, single point, plate reader | Dual specificity tyrosine-phosphorylation-regulated kinase 1A (Rattus norvegicus), Q63470 | ADP-Glo luminescence, NFATc1 peptide | inhibition, % at 12.5 µM | actives 0.43% (n = 310,000) | AID 504441, 2011; in the data active = inhibition above about 50%;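 note: plate controls were vehicle with enzyme for no effect and no enzyme for full effect; many of its hits are not listed in these tables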
KCNK3 block: human KCNK3 channel inhibitors, primary screen, CHO cells, FluxOR thallium flux, B-score | Potassium channel subfamily K member 3 (Homo sapiens), O14649 | FluxOR fluorescence; active compounds read low | B-score at 10 µM | actives 0.84% (n = 340,000) | AID 602410, 2012;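 active = B-score under library mean minus 4 SD, starting fluorescence ratio at most library mean plus 5 SD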;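 note: more negative B-score means stronger inhibition of thallium flux through KCNK3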
Target sequence (O14649 whole entry, looked up): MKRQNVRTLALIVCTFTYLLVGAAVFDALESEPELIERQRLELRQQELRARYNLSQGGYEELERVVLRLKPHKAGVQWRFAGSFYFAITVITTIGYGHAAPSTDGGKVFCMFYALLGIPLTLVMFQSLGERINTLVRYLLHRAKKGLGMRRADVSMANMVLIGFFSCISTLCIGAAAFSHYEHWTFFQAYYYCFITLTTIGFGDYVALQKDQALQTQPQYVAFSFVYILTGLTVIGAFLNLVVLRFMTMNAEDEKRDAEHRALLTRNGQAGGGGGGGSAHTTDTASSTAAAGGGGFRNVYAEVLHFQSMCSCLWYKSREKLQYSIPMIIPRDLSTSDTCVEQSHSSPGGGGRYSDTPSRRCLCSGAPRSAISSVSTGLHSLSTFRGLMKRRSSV
* marks the source's active call; other numbers are inactive results; i = inactive; . = no result given. Some of the compounds tested; rates above refer to the full screens.

1. CCCCC1=CC2=C(c3ccco3)C(=O)C(C)(OC(=O)c3ccc(OC)cc3)C(=O)C2=CN1C1CCCCC1 (centres undefined)
2. COc1ccc(OC)c(Cc2nnc(CCC(=O)N3CCCCC3c3nccs3)o2)c1 (centres undefined)
3. COCCCNC(=O)c1cc(Sc2nnc(C)s2)nc2ccccc12
4. COc1ccc(OC)c(CN2CCN(C(=O)c3ccc(F)cc3)CC2)c1
5. C=CCn1c(SCC(=O)N2CCCCC2)nnc1-c1ccncc1
6. COc1ccccc1CNS(=O)(=O)c1ccc(-n2cccn2)cc1
7. COc1cc(/C=C(\C#N)C(=O)NCC2CCCO2)cc(OC)c1OC (centres undefined)
8. CC(=O)Nc1ccc(S(=O)(=O)NC2Cc3ccccc3C2)cc1
assay / compound	1	2	3	4	5	6	7	8
KCNQ1 act	i	i	i	i	i	i	i	i
PolyA inh	i	i	i	i	i	i	i	i
RGS4 act	i	i	i	i	i	i	i	i
GSK3A inh	-2	-2	1	-3	4	-1	-1	-2
GSK3B inh	1	1	3	0	3	2	1	0
hERG rescue	-6	-11	-11	-6	-8	-3	-8	-1
HDAC3 inh	5	-5	-5	-2	6	3	-8	-6
KCNQ1 inh	i	i	i	i	i	i	i	i
KCNK9 inh	i	i	i	i	i	i	i	i
DYRK1A inh	6	4	-1	.	-5	-3	-3	.
KCNK3 block	i	i	i	i	i	i	i	i

Three entries from above, with values under each structure:
Values run as follows: KCNQ1 act	PolyA inh	RGS4 act	GSK3A inh	GSK3B inh	hERG rescue	HDAC3 inh	KCNQ1 inh	KCNK9 inh	DYRK1A inh	KCNK3 block
4: COc1ccc(OC)c(CN2CCN(C(=O)c3ccc(F)cc3)CC2)c1
 : i	i	i	-3	0	-6	-2	i	i	.	i
5: C=CCn1c(SCC(=O)N2CCCCC2)nnc1-c1ccncc1
 : i	i	i	4	3	-8	6	i	i	-5	i
6: COc1ccccc1CNS(=O)(=O)c1ccc(-n2cccn2)cc1
 : i	i	i	-1	2	-3	3	i	i	-3	i

The list continues.
9. CCC(=O)Nc1cccc(-c2cn3ccsc3n2)c1
10. CCC(=O)N1CCc2cc(Br)cc(S(=O)(=O)N3CCCCC3CC)c21 (centres undefined)
11. CS(=O)(=O)N1CCc2cc(C(=O)N3CCCCC3)ccc21
12. CCOc1ccc(/C=C2\CCC(C3CCCC3)C2=O)cc1OC (centres undefined)
13. CCOC(=O)N1CCN(C(=O)CSCC(=O)Nc2nc(-c3ccc(C)cc3)cs2)CC1
14. CC(=O)Nc1ccc(S(=O)(=O)NCC(C)NS(=O)(=O)c2ccc(NC(C)=O)cc2)cc1 (centres undefined)
15. O=C(N/N=C/c1cn(CC(=O)N2CCOCC2)c2ccccc12)c1cccnc1
16. CC(/C=N/NC(=O)NC1CCCCC1)=C\c1ccccc1
assay / compound	9	10	11	12	13	14	15	16
KCNQ1 act	i	i	i	i	i	i	i	i
PolyA inh	i	i	i	i	i	i	i	i
RGS4 act	i	i	i	i	i	i	i	i
GSK3A inh	-2	0	-2	2	-1	-1	1	-3
GSK3B inh	2	5	3	-2	-2	0	2	0
hERG rescue	-10	-2	-4	-1	-5	-9	-7	-6
HDAC3 inh	2	0	-1	3	10	4	12	12
KCNQ1 inh	i	i	i	i	i	i	i	i
KCNK9 inh	i	i	i	i	i	i	i	i
DYRK1A inh	-2	3	0	-2	-1	-2	0	-2
KCNK3 block	i	i	i	i	i	i	i	i

17. COc1ccc(CCNC(=O)c2cnccn2)cc1
18. Cc1ccc(-c2cc3c(nn2)-c2ccccc2C3=O)cc1
19. O=C(O)CP(=O)(c1ccccc1)c1ccccc1
20. Cc1ccc(NC2(C(F)(F)F)N=C(c3ccccc3)NC2=O)nc1 (centres undefined)
21. Cc1ccc(C(=O)c2c3ccccc3[n+]([O-])n2CCC(N)=O)cc1
22. Cc1nc(C(=O)NCc2ccccc2)sc1C1(C)CC(c2cccnc2)=NO1 (centres undefined)
23. Cc1ccc(NS(=O)(=O)c2ccc(C(=O)N3CCCCCCC3)cc2)cc1
24. Cc1ccsc1C1C2=C(CCCC2=O)Nc2ncnn21 (centres undefined)
assay / compound	17	18	19	20	21	22	23	24
KCNQ1 act	i	i	i	i	i	i	i	i
PolyA inh	i	i	.	.	i	i	i	.
RGS4 act	i	i	i	i	i	i	i	i
GSK3A inh	0	0	-3	4	2	9	1	21
GSK3B inh	1	3	-5	1	-6	3	2	-9
hERG rescue	-8	-11	-4	-7	-9	-3	-8	-11
HDAC3 inh	-9	-2	-7	0	2	0	0	-1
KCNQ1 inh	i	i	i	i	i	i	i	i
KCNK9 inh	i	i	i	i	i	i	i	i
DYRK1A inh	5	19	9	-1	3	6	-2	3
KCNK3 block	i	i	i	i	i	i	i	i

25. Cc1c(N)cc[n+](CC(=O)c2ccccc2)c1C
26. CCC(C)C(NC(=O)c1ccccc1NC(=O)c1ccccc1)C(=O)O (centres undefined)
27. N#Cc1ccc(S(=O)(=O)Nc2ccc3ccccc3n2)cc1
28. COc1ccc(C(=O)Nc2ccc3c4c(cccc24)CC3)cc1
29. Cc1onc(-c2ccccc2)c1CNC(=O)Nc1ccc(C(F)(F)F)cc1
30. O=C(c1ccc(Br)s1)N1CCN(c2ccccn2)CC1
31. Cc1cc(-c2nnc(SCC(=O)Nc3ccccn3)o2)no1
32. COc1ccc(C2(C)NC(=O)N(CC(=O)Nc3ccc4[nH]c(=O)[nH]c4c3)C2=O)cc1 (centres undefined)
assay / compound	25	26	27	28	29	30	31	32
KCNQ1 act	i	i	i	i	i	i	i	i
PolyA inh	i	i	i	i	i	i	i	i
RGS4 act	i	i	i	i	i	i	i	i
GSK3A inh	0	-2	1	-4	-2	1	-3	0
GSK3B inh	1	0	1	4	1	1	-6	5
hERG rescue	-7	-13	-6	-8	-8	-6	-6	-10
HDAC3 inh	1	-5	5	1	0	0	-8	2
KCNQ1 inh	i	i	i	i	i	i	i	i
KCNK9 inh	i	i	i	i	i	i	i	i
DYRK1A inh	1	9	-7	-3	-8	1	10	5
KCNK3 block	i	i	i	i	i	i	i	i

33. COc1cc(CN2CCCC(CO)(Cc3ccccc3)C2)ccc1O (centres undefined)
34. CSC1=NSC2=NC(=O)/C(=C\c3cccs3)C(=N)N12
35. O=C(N=Nc1c(O)[nH]c2ccccc12)c1cc(-c2cccs2)[nH]n1
36. O=c1[nH]c(=O)c2nc(-c3ccc(Cl)cc3)cnc2[nH]1
37. O=C(N/N=C/c1cccc(O)c1)c1cc2c(ccc3ccccc32)o1
38. CC(C)(C)n1nc2c(c1NC(=O)COc1ccc3ccccc3c1)CS(=O)C2 (centres undefined)
39. CC1Cc2ccccc2N1C(=O)COC(=O)C1=COCCO1 (centres undefined)
40. Cc1ccc2sc(NNC(=O)c3cc(=O)c4ccccc4o3)nc2c1C
assay / compound	33	34	35	36	37	38	39	40
KCNQ1 act	i	i	i	i	i	i	i	i
PolyA inh	i	i	i	i	.	i	i	i
RGS4 act	i	i	i	i	i	i	i	i
GSK3A inh	-1	2	-1	-3	.	-3	1	-3
GSK3B inh	-3	2	1	0	-4	-1	1	1
hERG rescue	-6	-10	-10	-5	-9	-9	0	-21
HDAC3 inh	-1	-4	1	-105	3	-5	7	0
KCNQ1 inh	i	i	i	i	i	i	i	i
KCNK9 inh	i	i	i	i	i	i	i	i
DYRK1A inh	3	-1	-8	1	-2	5	-22	-2
KCNK3 block	i	i	i	i	i	i	i	i

41. Cc1cccc(C)c1OCC(=O)NC1CC1
42. NC(N)=NC(N)=Nc1cccc2ccccc12
43. Cc1oc(C)c(C(=O)NCCCC(=O)O)c1C(=O)NCCCC(=O)O
44. CCN(Cc1ccccc1)S(=O)(=O)c1cc(C(=O)c2c(N)n(C)c(=O)n(C)c2=O)ccc1OC
45. COc1ccc(CC(=O)OCc2cc3cccc(C)c3[nH]c2=O)cc1
46. Cc1ccc(-n2nnnc2SCCNS(=O)(=O)c2ccccc2)cc1C
47. Cc1cc(OCC(=O)N[C@@H](Cc2ccccc2)c2nc3ccccc3[nH]2)ccc1Cl
48. NC(=O)c1ccsc1NC(=O)CSc1nnc(Nc2ccccc2)s1
assay / compound	41	42	43	44	45	46	47	48
KCNQ1 act	i	i	i	i	i	i	i	i
PolyA inh	i	i	i	i	i	i	i	i
RGS4 act	i	i	i	i	i	i	i	i
GSK3A inh	-2	0	-2	-2	-1	0	-2	1
GSK3B inh	0	6	0	-3	2	1	5	2
hERG rescue	-4	-5	0	-5	-8	1	-1	-13
HDAC3 inh	-1	2	-1	-5	-4	2	9	-4
KCNQ1 inh	i	i	i	i	i	i	i	i
KCNK9 inh	i	i	i	i	i	i	i	i
DYRK1A inh	-4	15	0	3	4	6	-1	-4
KCNK3 block	i	i	i	i	i	i	i	i

49. CCc1ccc(/C=C2/SC(=S)N(CCCC(=O)Nc3ccccc3C(=O)O)C2=O)cc1
50. CCOC(=O)c1nn(-c2ccccc2)c(=O)cc1SC(C)CC (centres undefined)
51. O=C(CSc1nc(C(F)(F)F)cc(=O)[nH]1)N1CCCC1
52. COCCNC(=O)CCCCCn1c(=S)[nH]c2ccccc2c1=O
assay / compound	49	50	51	52
KCNQ1 act	i	i	i	i
PolyA inh	i	i	i	i
RGS4 act	i	i	i	i
GSK3A inh	0	5	-4	0
GSK3B inh	-1	2	5	-1
hERG rescue	-16	-9	-11	-12
HDAC3 inh	5	4	0	8
KCNQ1 inh	i	i	i	i
KCNK9 inh	i	i	i	i
DYRK1A inh	1	-14	-3	-4
KCNK3 block	i	i	i	i
